TDP1 cell CPT: growth inhibition of DT40 Tdp1-/-;hTDP1 cells with camptothecin (screen for TDP1 inhibitors); chicken DT40 Tdp1-/-;hTDP1 cells + 20 nM CPT, ATP luminescence, 48 h; actives 12% (n = 420,000); Potency, µM (top dose mostly 46.2 µM), without a hit: at the highest dose activity change, negative = growth inhibition, most hits filed as inhibitors; also: nearly all actives have a fitted effect of over 55% in size
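Chicken DT40 Tdp1-/- cells complemented with human TDP1, 400 cells/well, exposed to compounds plus 20 nM camptothecin for at least 48 h at 37 C; viability read as ATP content by CellTiter-Glo luminescence.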
FEN1 inhibitor: inhibitors of human flap endonuclease 1; P39748; Recombinant FEN1 flap cleavage, fluorescence, 15 min; Potency, µM (top dose mostly 114 µM), without a hit: at the top dose activity change, negative = inhibition, most hits filed as inhibitors; actives 0.35% (n = 390,000); also: nearly all actives have a fitted effect of over 65% in size
Target sequence (P39748 whole entry, looked up): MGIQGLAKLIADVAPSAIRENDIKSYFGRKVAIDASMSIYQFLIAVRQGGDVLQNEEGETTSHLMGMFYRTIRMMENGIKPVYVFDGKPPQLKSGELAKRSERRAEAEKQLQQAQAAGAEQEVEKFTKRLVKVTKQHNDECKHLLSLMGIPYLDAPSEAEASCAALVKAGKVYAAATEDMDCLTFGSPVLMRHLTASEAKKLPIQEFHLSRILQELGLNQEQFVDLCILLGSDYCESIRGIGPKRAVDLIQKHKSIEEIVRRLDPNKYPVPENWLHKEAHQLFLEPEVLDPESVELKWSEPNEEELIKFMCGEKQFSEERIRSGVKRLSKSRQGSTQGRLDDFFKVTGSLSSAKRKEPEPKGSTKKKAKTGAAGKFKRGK
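Quantitative HTS format: each compound was titrated, incubated with 10 nM nuclease for 15 min at room temperature, then challenged with flap substrate at 50 nM final. Signal change over 15 min gave concentration–effect curves.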
GCN5L2 inh: blocks human GCN5L2 histone acetyltransferase | Q92830 | GCN5L2 HAT assay, ThioGlo1 CoA-SH fluorescence | Potency, µM (doses to about 58.9 µM), for inactives: at the top dose activity change, negative = inhibition, most hits filed as inhibitors | actives 0.21% (n = 390,000)
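Titration-based screen in which CoA formation is detected via maleimide probe ThioGlo1 (50uM) turning fluorescent on thiol reaction; substrates H3(1-25) 75uM and acetyl-CoA 70uM, GCN5L2 20nM, 20 min incubation at room temperature.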
Active calls of the source: *; u = inconclusive; x = no result given; & = joins results of further samples; [ ] = dose if it differs, or a comment. Calls follow the shape of the dose curve; as a rule, active = well fitted curve in the direction sought with a large enough effect; inconclusive = small, poorly fitted or top-dose-only effect, or another doubt; inactive = no such curve, though single readings can be large; an effect the other way counts as inactive or inconclusive. % is scaled to controls: 0 for no effect and ±100 for the full control effect; potency is read from the fitted curve at half-maximal effect.

SMILES	TDP1 cell CPT	FEN1 inhibitor	GCN5L2 inh
Cc1ccc(C(=O)NCCc2nnc3ccc(SCC(=O)Nc4cc(C)on4)nn23)cc1	3%	-5%	-5%
C=CCn1c(CCc2cc(C(C)(C)C)c(O)c(C(C)(C)C)c2)n[nH]c1=S	u	-15%	-13%
Oc1c(C(c2ccco2)N2CCN(C(c3ccccc3)c3ccccc3)CC2)sc2ncnn12 (stereo unspecified)	u	-28%	-9%
COc1ccc(/C=C(\NC(=O)c2ccc(OC)c(OC)c2)C(=O)NCCc2c[nH]c3ccccc23)cc1	-1%	-11%	-14%
Clc1cccc(Oc2ncccn2)c1	-7%	3%	0%
CCN1C(=O)[C@H]2[C@H]3CN=C(SCC(=O)c4ccccc4)N3[C@@](CC)(C(=O)OC)[C@H]2C1=O	u	16%	-1%
CS(=O)(=O)N(CC(=O)NC1CCCC1)c1ccc2c(c1)OCCO2	-6%	-4%	0%
O=C(NCC(=O)N(Cc1ccco1)C(C(=O)NC1CCCC1)c1ccncc1)c1cccs1 (stereo unspecified)	4%	-17%	0%
COc1ccc(-n2nc(C(=O)NCc3ccco3)c3c4ccccc4n(C)c3c2=O)cc1Cl	u	-7%	-2%
Cc1cc2c(cc1S(=O)(=O)N1CCc3ccccc31)NC(=O)CO2	-17%	-5%	-3%
Cc1cc(C)c(NC(=O)COC(=O)COc2ccc3c(C)cc(=O)oc3c2)c(Cl)c1	-3%	-3%	-4%
Nc1c(C(=O)OCC(=O)Nc2ccccc2Br)[nH]c(=O)[nH]c1=O	-2%	3%	0%
Cc1ccccc1NC(=O)/C(=C/c1ccco1)c1ccccc1	23µM*	-4%	-1%
O=S(=O)(N1CCN(c2nc(-c3cccs3)nc3ccccc23)CC1)C(F)(F)F	u	-22%	x
CCCc1nn2c(=O)c(C(c3cccc(Cl)c3)c3c(O)nc4sc(CCC)nn4c3=O)c(O)nc2s1	-1%	9%	0%
O=[N+]([O-])c1ccc(-n2cc(-c3ccccc3)nn2)cc1	-2%	-2%	25%
COc1ccc(S(=O)(=O)NC2(C(F)(F)F)NC(=O)N(CCc3ccccc3)C2=O)cc1 (stereo unspecified)	-22%	4%&1%	-1%&14%
CCOc1ccccc1N1CCN(C(=O)c2ccncc2)CC1	-1%	-11%	-2%
O=C(CSc1nc2ccccc2[nH]1)NCC1CCCO1 (stereo unspecified)	2%	-4%	2%
Cc1ccc(-n2ncc3c2CC(C)(C)CC3NC(=O)C2CCOCC2)cc1 (stereo unspecified)	-10%	8%	0%
Cc1ccccc1-n1nc2c(c1NC(=O)CCCl)CSC2	u	-7%	-23%
COc1cc2c(cc1OC)C(COc1ccccc1OC)N(C(=O)C(C)(C)C)CC2 (stereo unspecified)	u	6%	-4%
CC(=O)c1ccc(NC(=O)CCc2nc3sc4c(c3c(=O)[nH]2)CCCC4)cc1	u	-18%	u
CCc1ccc(NC(=S)NCc2ccccc2)cc1	2%	-2%	0%
CCOc1ccc(NC(=O)Cn2c(=O)cc(C)c3c(C)nn(-c4ccc(CC)cc4)c32)cc1	u	3%	-2%
SMILES	TDP1 cell CPT	FEN1 inhibitor	GCN5L2 inh
Cc1ccc(Cn2c(NCCc3ccccc3)nc3c2c(=O)n(C)c(=O)n3C)cc1	6.5µM*	-19%	-8%
Cc1c(Cl)cccc1NC(=O)CNC(=O)C1CC(=O)N(CCc2ccccc2)C1 (stereo unspecified)	-1%	-2%	-5%
O=C1CN(C(=O)COC(=O)C2CC(=O)N(Cc3ccco3)C2)c2ccccc2N1 (stereo unspecified)	-7%	-2%	-5%
O=S(=O)(c1ccc(F)cc1)N1CCN(c2ncnc3c2cnn3-c2ccccc2)CC1	-8%	-8%	-3%
O=C(O)CNC(=O)c1ccc(NC(=O)/C(=C/c2ccccc2)NC(=O)c2ccccc2Br)cc1	3%	-7%	-22%
CCOC(=O)C(CC)/C(C)=N/NC(=O)c1ccc([N+](=O)[O-])cc1 (stereo unspecified)	u	-17%	-10%
CC(C)c1ccc(S(=O)(=O)N2CCN(C(=O)C3=COCCO3)CC2)cc1	u	-2%	-2%
CCOc1ccccc1N(C(=O)Cn1nnnc1-c1ccc(C)o1)C(CC)C(=O)NC(C)(C)C (stereo unspecified)	u	-14%	0%
COC(=O)c1cn(NC(=O)c2cccc(F)c2)c(=O)c2ccccc12	-1%	-10%	-8%[0.501 µM]
CCOC(=O)C1C(=O)C=C(c2ccc(NS(C)(=O)=O)cc2)CC1c1ccco1 (stereo unspecified)	-1%	-8%	-17%
Cc1nc2nc[nH]n2c(=O)c1NC(=O)CCc1ccccc1	-13%	10%	2%
O=C(COc1ccccc1Cl)Nc1ccc2c(c1)OCCO2	u	-4%	-4%
COc1ccc(C(=O)N2CC(=O)Nc3ccc(C)cc3C2c2ccccc2)cc1 (stereo unspecified)	u	-5%	-7%
O=[N+]([O-])c1ccc(/C=N\N2CCN(c3ccc(Cl)cc3)CC2)cc1	-17%	8%	-13%
CSc1ccccc1C(=O)NCc1ccccc1	1%	2%	4%
C=CCn1c(C(C)NC(=O)CCC)nc2ccccc21 (stereo unspecified)	-4%	-3%	0%
Cc1ccccc1Cn1c(=O)c2c(nc3n2CCCN3Cc2ccccc2)n(C)c1=O	21µM*	-2%	x
CN(Cc1ccccc1)C(=O)COc1ccccc1	-20%	6%	2%
O=C1CCC(C(=O)NCCN2C(=O)S/C(=C\c3cccnc3)C2=O)=NN1	u	2%	-2%
COc1ccc(OCC(=O)Nc2cc(NC(=O)c3ccco3)ccc2OC)cc1	-15%	-24%	-8%
O=C(CSc1n[nH]c(-c2ccncc2)n1)Nc1ccccn1	-5%	7%	x
COc1ccc(Cc2nnc(Nc3c(C)cccc3C)o2)cc1OC	2%	2%	-11%
Cc1ccccc1NS(=O)(=O)c1ccc(C(=O)OCC(=O)NCC(C)C)cc1	15%	12%	-4%
COCCn1c(=O)[nH]c2cc(C(=O)NCCc3ccc(OC)c(OC)c3)ccc2c1=O	-14%	-3%	-2%
Cc1cccc(NC(=O)c2ccc3c(c2)CCN3S(C)(=O)=O)c1C	5%	-3%	0%
SMILES	TDP1 cell CPT	FEN1 inhibitor	GCN5L2 inh
N#Cc1ccccc1OCC(=O)OCC(=O)NC1CCCCC1	-2%	-1%	-5%
COc1ccc(C(=O)Oc2ccc3ccc(=O)oc3c2)cc1	-3%	1%	7%
CN(C)c1ccc(-c2cc(Nc3ccc(F)cc3)ncn2)cc1	u	x	u
O=C(O)CCC(=O)N1CCc2cc(S(=O)(=O)N3CC=C(c4ccccc4)CC3)ccc21	u	-2%	-5%
COc1ccc(-c2nc3cc(NC(=O)c4ccc5c(c4)OCO5)ccc3o2)cc1	-8%	-7%	-1%
N#Cc1ccccc1Cn1c(=O)n(Cc2ccc(C(=O)NCc3ccco3)cc2)c(=O)c2ccccc21	-29%	2%	2%
CC(C)=NN/C(N)=N/C(=S)Nc1ccc(C)cc1	u	2%	-8%
Cc1cnc(CNc2cc(-c3cccnc3)ncn2)cn1	-6%	x	-4%
CC1=CC(C)C(C[N+]2(C)CCCCC2)C(C)C1 (stereo unspecified)	-17%	-1%	2%
CN(C)S(=O)(=O)c1cccc(C(=O)Nc2n[nH]c(C(F)(F)F)n2)c1	22%	1%	2%
COc1ccc(/C=N/NC(=O)c2cc3cc(OC)c(OC)cc3[nH]2)cc1	u	-31%	u
N/C(=N\OC(=O)c1ccccc1Br)c1ccc([N+](=O)[O-])cc1	-24%	-5%	-3%
CCCC(=O)NC1=C(C#N)C2(CCCCC2)Cc2ccccc21	-10%	-5%	0%[0.501 µM]
CNC(=S)NNC(=O)Cn1ccc(C)n1	-8%	6%	x
Cc1cc(Sc2ncnc(N)c2[N+](=O)[O-])ncn1	0.29µM*	3%	-8%
CCOc1ccc(C(=O)COC(=O)c2cc([N+](=O)[O-])ccc2N2CCOCC2)cc1	u	-2%	0%
FC(F)(F)c1cnc(NNC(=S)Nc2ccc(Cl)cc2)c(Cl)c1	10µM*	4%	-4%
Cc1cccc2c1CC(C)(C)N=C2C1=C(O)CC(C)(C)CC1=O	17%	-1%	-4%
Cc1cc(=O)n2[nH]c(-c3ccsc3-n3c(C)ccc3C)cc2n1	u	u	-13%
Cc1ccc2oc(-c3ccc(NC(=O)c4cccnc4)cc3)nc2c1	u	45%[activator]	-27%
COc1ccccc1Nc1ccc2c(O)cc(S(=O)(=O)O)cc2c1	15%	22µM*	x
CCC(C)NC(=O)C1c2cc(OC)c(OC)cc2C(=O)N(C)C1c1cccs1 (stereo unspecified)	2%	1%	-8%
O=C1Nc2ccccc2Oc2cc([N+](=O)[O-])cc(Oc3ccccc3)c21	u	u	-5%
COc1ccc(C)cc1S(=O)(=O)N(CC(=O)Nc1cc([N+](=O)[O-])ccc1C)c1ccc(C)c(C)c1	8.2µM*	-16%	0%
CC(=O)[C@H]1CC[C@H]2C3CC=C4C[C@@H](O)CC[C@]4(C)C3CC[C@]12C (stereo partly specified)	6%	x	2%&-14%

Compound profiles (already shown). Values in the order: TDP1 cell CPT, FEN1 inhibitor, GCN5L2 inh
COC(=O)c1cn(NC(=O)c2cccc(F)c2)c(=O)c2ccccc12 as listed: -1%, -10%, -8%[0.501 µM]
O=[N+]([O-])c1ccc(/C=N\N2CCN(c3ccc(Cl)cc3)CC2)cc1 as listed: -17%, 8%, -13%
CN(C)c1ccc(-c2cc(Nc3ccc(F)cc3)ncn2)cc1 as listed: u, x, u

Continuation.
SMILES	TDP1 cell CPT	FEN1 inhibitor	GCN5L2 inh
CCN(CC(=O)NCc1cccs1)C(=O)c1cccc(Cl)c1	-13%	15%	-2%
O=S(=O)(c1ccc2c(c1)OCCO2)N1CCN(c2ncnc3sccc23)CC1	5.2µM*	-12%	1%
O=C(Nc1ccccc1C(=O)O)c1ccc(NC(=O)C2CCCO2)cc1 (stereo unspecified)	-24%	1%	-9%
O=C(Nc1ccc2c(c1)OCO2)C1CC(=O)N(c2ccc3c(c2)OCCO3)C1 (stereo unspecified)	9%	4%	-7%
COc1ccc(S(=O)(=O)N(CC(C)C)CC(C)C)c2cccnc12	u	15%	-8%
Cc1cccnc1Nc1nc(-c2ccc(O)c(O)c2)cs1	3.3µM*	u	-9%
CCN(C(=O)c1cc(S(=O)(=O)N2CCCC2)cn1C)c1ccc(OC)cc1	-19%	0%	1%
Cc1ccc(-n2nc(CO)c(C(=O)NCc3ccccn3)n2)cc1	-10%	7%	2%
Cc1ccc(NC(=O)c2cc(-c3ccccc3)n[nH]2)cc1	-12%	2%	-8%
CCn1c(C(=O)NCCc2ccc(OC)c(OC)c2)cc2sc(Cl)cc21	18µM*	-25%	-11%
CCN(CC)S(=O)(=O)c1ccc(NC(=O)COC(=O)CN2C(=O)c3ccccc3C2=O)cc1	u	-15%	-2%
CCC(C(=O)Nc1ccc(C(=O)N2CCCC2)cc1)c1ccccc1 (stereo unspecified)	-2%	-2%	-1%
O=C(Nc1ccc(-c2nc3ncccc3o2)cc1)c1ccc(Br)o1	u	-1%	-12%
COc1ccc2cc(-c3[nH]ncc3CN3CCCCO3)ccc2c1	u	6%	0%
CCc1ccccc1NC(=O)C1CC(c2ccc(OC)cc2)=NO1 (stereo unspecified)	-16%	7%	13%

Molecules above with a furan ring, fused or not:
SMILES	TDP1 cell CPT	FEN1 inhibitor	GCN5L2 inh
Oc1c(C(c2ccco2)N2CCN(C(c3ccccc3)c3ccccc3)CC2)sc2ncnn12 (stereo unspecified)	u	-28%	-9%
O=C(NCC(=O)N(Cc1ccco1)C(C(=O)NC1CCCC1)c1ccncc1)c1cccs1 (stereo unspecified)	4%	-17%	0%
COc1ccc(-n2nc(C(=O)NCc3ccco3)c3c4ccccc4n(C)c3c2=O)cc1Cl	u	-7%	-2%
Cc1ccccc1NC(=O)/C(=C/c1ccco1)c1ccccc1	23µM*	-4%	-1%
O=C1CN(C(=O)COC(=O)C2CC(=O)N(Cc3ccco3)C2)c2ccccc2N1 (stereo unspecified)	-7%	-2%	-5%
CCOc1ccccc1N(C(=O)Cn1nnnc1-c1ccc(C)o1)C(CC)C(=O)NC(C)(C)C (stereo unspecified)	u	-14%	0%
CCOC(=O)C1C(=O)C=C(c2ccc(NS(C)(=O)=O)cc2)CC1c1ccco1 (stereo unspecified)	-1%	-8%	-17%
COc1ccc(OCC(=O)Nc2cc(NC(=O)c3ccco3)ccc2OC)cc1	-15%	-24%	-8%
N#Cc1ccccc1Cn1c(=O)n(Cc2ccc(C(=O)NCc3ccco3)cc2)c(=O)c2ccccc21	-29%	2%	2%
O=C(Nc1ccc(-c2nc3ncccc3o2)cc1)c1ccc(Br)o1	u	-1%	-12%

Source: PubChem (National Center for Advancing Translational Sciences (NCATS))

Not all compounds are listed (hit frequency here may not be typical).
